Screens: PubChem, Broad Institute
KDM4C inh – KDM4C (human) demethylase inhibition | actives 0.15% (n = 96,000) | GST-KDM4C 2-372, H3K9me3 peptide, LANCE TR-FRET | AID 720574 | inhibition, % at 12.5 µM;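 active = mean replicate inhibition above about 25%, with at least 55% of replicates also reaching it, limit read from the data, passing the limit was not always enough; inconclusive = only one of those two conditions met; inactive = neither condition met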
Target sequence (Q9H3R0 2-372 limits assumed): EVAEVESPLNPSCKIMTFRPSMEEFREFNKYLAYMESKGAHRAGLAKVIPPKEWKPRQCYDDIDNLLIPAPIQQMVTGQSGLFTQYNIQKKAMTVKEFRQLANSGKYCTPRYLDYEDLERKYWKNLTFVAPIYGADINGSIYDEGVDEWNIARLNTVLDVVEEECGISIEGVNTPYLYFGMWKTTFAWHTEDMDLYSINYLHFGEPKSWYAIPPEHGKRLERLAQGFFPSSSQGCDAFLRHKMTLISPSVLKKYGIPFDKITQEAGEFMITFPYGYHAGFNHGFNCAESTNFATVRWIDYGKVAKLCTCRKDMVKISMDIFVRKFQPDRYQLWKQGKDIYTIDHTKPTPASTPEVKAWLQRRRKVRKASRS
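material = GST-tagged GASC-1 (JMJD2C) catalytic fragment, aa 2-372 | amount = enzyme final amount 10 nM | medium = HEPES buffer, pH 7.5, plus ascorbate | also added = H3K9me3 peptide substrate, Fe(II), 2-oxoglutarate | dosing = single dose | times = 30 min demethylation and 1 h detection at room temperature | detection = LANCE TR-FRET | read-out basis = Fall in 671/618 emission ratio as inhibition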
C diff HTS – blocks growth of Clostridium difficile. Clostridium difficile clinical isolate growth, OD600, 24 h; active compounds read low. growth activity, negative = inhibition, % at 16 µg/mL (by protocol). actives 0.25% (n = 86,000). AID 1259249;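 active = mean growth activity at or below -80% and every replicate also at or below -80%; inconclusive = mean at or below -80% but some replicate above -80%; inactive = mean growth activity above -80%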;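 note: 0% = DMSO wells and -100% = levofloxacin 16 µg/mL wells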
T cruzi growth – blocks T. cruzi growth in NIH3T3 culture; T. cruzi beta-gal in NIH3T3, GalScreen luminescence, 90 h; inhibition, % at 8.34 µM; actives 5.9% (n = 77,000); AID 624255;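 active = mean inhibition above about 93%, with at least 55% of replicates each passing it, limit read from the data, passing the limit was not always enough; inconclusive = only one of those two conditions holds; inactive = neither condition holds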
Pf Dd2 inh – P. falciparum Dd2 growth inhibition | AID 1159554 | SYBR Green, 72 h; active compounds read low | activity change, % at 10 µM | actives 2.3% (n = 94,000); in the data active = activity change below about -80%; inconclusive = no clear call, values can overlap the other calls
The depositor's hits bear a star; ? = inconclusive; . = no result given; & = joins results of further samples.

SMILES	KDM4C inh	C diff HTS	T cruzi growth	Pf Dd2 inh
C[C@@H]1CN([C@H](C)CO)C(=O)c2cc(NC(=O)Cn3cnnn3)ccc2O[C@@H]1CN(C)CC1CC1	1.3	1.4	48.0	0.4
O=C(N[C@H]1CC[C@@H](CCNS(=O)(=O)Cc2ccccc2)O[C@H]1CO)c1ccccc1F	16.2	.	3.9	-32.4
COc1ccc(CN(C)C[C@@H]2Oc3c(NS(C)(=O)=O)cccc3C(=O)N([C@H](C)CO)C[C@H]2C)cc1	-1.1	0.6	-41.1	-9.8
Cc1ccc(S(=O)(=O)N(C)C[C@H]2Oc3cc(Br)ccc3S(=O)(=O)N([C@H](C)CO)C[C@H]2C)cc1	0.6	14.3&3.6	66.7	-6.1&6.1
CCCC#Cc1ccc2c(c1)O[C@H](CN(C)C(=O)c1cnccn1)[C@@H](C)CN([C@@H](C)CO)S2(=O)=O	-1.3	4.9	51.0	-38.8
C[C@@H]1CN([C@H](C)CO)C(=O)Cc2cc(NC(=O)Nc3ccc4c(c3)OCO4)ccc2O[C@@H]1CN(C)Cc1ccc(C(=O)O)cc1	2.1	-5.2	2.1	16.3
C[C@@H]1CN([C@@H](C)CO)C(=O)c2cc(NC(=O)NC3CCCCC3)ccc2O[C@@H](C)CCCCO[C@H]1CN(C)S(=O)(=O)c1cccs1	-1.0	5.0	52.5	-70.1
COc1ccc(CN(C)C[C@@H]2OCCCC[C@H](C)Oc3ccc(NC(=O)C4CCCCC4)cc3C(=O)N([C@@H](C)CO)C[C@@H]2C)cc1	-1.1	.	68.7	-62.0
Cc1noc(C)c1NC(=O)N(C)C[C@@H]1Oc2ncc(C#CC3CCCC3)cc2C(=O)N([C@H](C)CO)C[C@@H]1C	-2.4	-0.1	91.0	22.2
O=C([C@H]1[C@H](CO)[C@H]2Cn3c(ccc(-c4cccnc4)c3=O)[C@@H]1N2Cc1cccnc1)N1CCOCC1	-1.3	-1.2	49.4	8.3
CO[C@H]1CN(C)C(=O)c2cc(NS(=O)(=O)c3ccc(Oc4ccccc4)cc3)ccc2OC[C@@H](C)NC[C@H]1C	-0.8	.	-89.2	-34.9
C/C=C/c1ccc([C@@H]2[C@@H](CN(C)C(=O)CC3CC3)N(C(=O)C3CC3)[C@H]2CO)cc1	3.3	-1.5	28.8	3.8
CO[C@@H]1CN(C)C(=O)c2cc(NC(=O)c3ccccc3)ccc2OC[C@@H](C)N(C(C)=O)C[C@H]1C	0.2	.	-3.6	10.8
CCNC(=O)C[C@H]1CC[C@@H](NS(=O)(=O)c2ccc(C)cc2)[C@H](CO)O1	-2.0	-2.5	53.7	7.8
CCC(=O)N1C[C@@H](O)COC[C@@H]2O[C@H](CC(=O)NCC3CCCCC3)CC[C@H]21	0.3	-6.7&-8.3	29.9	-10.7
C[C@@H]1CN([C@@H](C)CO)C(=O)c2cc(NC(=O)Nc3ccccc3)ccc2O[C@H]1CN(C)S(=O)(=O)c1ccc(Cl)cc1	0.9	-1.2	6.1	-15.7
O=C(C[C@H]1CC[C@@H](NC(=O)CN2CCOCC2)[C@H](CO)O1)NC1CCC1	2.0	-0.5	.	4.3
C[C@H]1CN([C@@H](C)CO)C(=O)c2cccc(NC(=O)Nc3ccc(C(F)(F)F)cc3)c2O[C@H]1CN(C)Cc1ccccc1	-2.2	15.8	40.8	-3.4
C[C@H]1CCCCO[C@H](CN(C)Cc2ccc3c(c2)OCO3)[C@@H](C)CN([C@@H](C)CO)C(=O)c2cc(NC(=O)CCCN(C)C)ccc2O1	3.1	1.2	16.0	-23.5
C[C@H](NC(=O)C[C@@H]1CC[C@@H](NC(=O)C2CCC2)[C@H](CO)O1)c1ccccc1	2.9	.	-17.9	14.5
C[C@H](CO)N1C[C@H](C)[C@@H](CN(C)Cc2ccc(C(F)(F)F)cc2)Oc2c(NC(=O)C3CCCCC3)cccc2C1=O	2.0	-10.6	57.0	-36.9
COc1ccc2c3c([nH]c2c1)[C@@H](CO)N(CC1CCOCC1)CC31CN(CC2CCOCC2)C1	-1.1	1.4	.	-37.6
O=C(C[C@@H]1CC[C@H]2[C@@H](COC[C@@H](O)CN2S(=O)(=O)c2cccc(F)c2)O1)NCCCN1CCOCC1	-0.3	.	-17.6	2.7
CN(C)CC#Cc1ccc([C@H]2[C@@H](CO)N3CCCCN(C(=O)NC4CCCC4)C[C@@H]23)cc1	4.8	7.3	24.8	-2.5
COc1ccc(S(=O)(=O)N(C)C[C@H]2Oc3c(NS(C)(=O)=O)cccc3C(=O)N([C@@H](C)CO)C[C@@H]2C)cc1	0.0	-0.9	8.5	17.8
Continued.
SMILES	KDM4C inh	C diff HTS	T cruzi growth	Pf Dd2 inh
COc1cccc(-c2ccc(C3[C@@H]4CN(C(=O)c5cnccn5)C[C@H]3N4)cc2)c1 (some centres not stated)	0.0&9.7	0.1&-1.3	.	-1.0&-20.7
CCCN1C[C@H](C)[C@H](OC)CN(C)C(=O)c2ccc(NC(=O)C3CCOCC3)cc2OC[C@@H]1C	-0.1	1.8	24.5	24.5
C[C@H]1CN([C@@H](C)CO)S(=O)(=O)c2ccc(C#Cc3ccccc3F)cc2O[C@@H]1CN(C)C(=O)Cc1ccncc1	-1.9	-7.7	.	-50.7
C[C@H]1CN([C@@H](C)CO)C(=O)c2cc(-c3ccc(F)cc3)cnc2O[C@H]1CN(C)Cc1ccccn1	2.8	-1.1	-6.3	7.3
COc1ccc(-c2ccc([C@@H]3[C@@H](CO)N4CCCCN(C(=O)NC(C)C)C[C@@H]34)cc2)cc1	-1.4	7.7	71.0	-8.2
CC(C)C#Cc1cnc2c(c1)C(=O)N([C@H](C)CO)C[C@H](C)[C@H](CN(C)C(=O)CCN1CCCCC1)O2	-0.9	1.9	.	-0.5
O=C(Cc1ccccc1)N1CC[C@@H]2[C@H](CO)Nc3ccc(C#Cc4ccccc4)cc3[C@@H]21	-3.3	-4.7	81.4	-74.7
C/C=C/c1ccc([C@@H]2[C@H](CO)N(C(=O)CN(C)C)C23CN(C(=O)C2CCCC2)C3)cc1	-0.9	-1.1	.	-33.2
O=C(c1ccc(F)cc1)N(CC1CCC1)C[C@@H]1N[C@H](CO)[C@@H]1c1ccccc1	-2.7	53.2	48.4	-15.7
C[C@H](CO)N1C[C@H](C)[C@H](CN(C)S(=O)(=O)c2ccc(Cl)cc2)OCc2ccccc2-c2c(n(C)c3ccccc23)C1=O	.	-0.9	.	-93.6*
C[C@H]1CN([C@@H](C)CO)C(=O)c2cccc(N(C)C)c2O[C@@H]1CN(C)S(=O)(=O)c1ccc(Cl)cc1	0.4	5.8&-0.6	.	-43.3
C[C@@H]1CN([C@H](C)CO)C(=O)c2cccc(NS(C)(=O)=O)c2O[C@H]1CN(C)S(=O)(=O)c1ccc(Cl)cc1	12.7	-8.1	71.2	6.3
O=C(Nc1ccccc1)N1CCCCN2[C@H](C1)[C@@H](c1ccc(C#Cc3ccccc3)cc1)[C@@H]2CO	-1.4	14.4	59.6	-29.1
Cc1noc(C)c1S(=O)(=O)N(C)C[C@H]1Oc2ccc(NC(=O)CCC(F)(F)F)cc2CC(=O)N([C@@H](C)CO)C[C@@H]1C	-0.1	-5.3	27.2	-52.2
O=C(NCC[C@@H]1CC[C@H](NC(=O)C2CCCC2)[C@H](CO)O1)Nc1ccc(Cl)cc1	-0.4	-4.7	.	2.5
CO[C@@H]1CN(C)C(=O)c2ccc(NC(=O)Nc3cc(F)ccc3F)cc2OC[C@H](C)NC[C@H]1C	0.5	.	-0.9	-16.5
C[C@@H]1CN([C@@H](C)CO)C(=O)c2cc(NC(=O)c3ccncc3)ccc2O[C@@H](C)CCCCO[C@@H]1CN(C)S(=O)(=O)c1cn(C)cn1	0.5	-2.0	37.4	38.0
Cc1ccc(S(=O)(=O)N(C)C[C@@H]2OCCCC[C@@H](C)Oc3ccc(NS(C)(=O)=O)cc3C(=O)N([C@@H](C)CO)C[C@H]2C)cc1	-0.7	-0.2	16.7	-28.9
C[C@@H]1CCCCO[C@@H](CN(C)CC2CCCCC2)[C@@H](C)CN([C@@H](C)CO)C(=O)c2cc(NC(=O)Nc3ccc(F)cc3)ccc2O1	-0.2	-3.2	118.9*	-77.0
CN(C)CCCNC(=O)C[C@H]1CC[C@H]2[C@@H](COC[C@H](O)CN2S(=O)(=O)c2ccc(F)cc2)O1	1.2	.	29.5	12.2
C[C@@H]1CN([C@H](C)CO)C(=O)c2cc(Br)cnc2O[C@@H]1CN(C)CC1CCCC1	0.0	.	73.3	12.6
Cc1noc(C)c1NC(=O)Nc1cccc2c1O[C@@H](CN(C)S(=O)(=O)c1ccc(Cl)cc1)[C@@H](C)CN([C@@H](C)CO)C2=O	2.8	-4.6	-3.9	18.5
C[C@@H](NC(=O)C[C@@H]1CC[C@H](NC(=O)c2cccnc2)[C@H](CO)O1)c1ccccc1	0.8	.	10.6	-1.3
COc1ccc(S(=O)(=O)N(C)C[C@H]2Oc3c(NC(=O)Nc4ccc5c(c4)OCO5)cccc3C(=O)N([C@@H](C)CO)C[C@@H]2C)cc1	1.4	-3.1	9.4	-1.7
CCC(=O)Nc1ccc2c(c1)C(=O)N(C)[C@H]1CC[C@@H](CC(=O)NCCN3CCCCC3)O[C@@H]1CO2	-1.0	-2.2	14.8	-0.4

Single records, from the list above. Order of screens: KDM4C inh, C diff HTS, T cruzi growth, Pf Dd2 inh
Shown for C[C@H]1CN([C@@H](C)CO)C(=O)c2cccc(NC(=O)Nc3ccc(C(F)(F)F)cc3)c2O[C@H]1CN(C)Cc1ccccc1 → -2.2, 15.8, 40.8, -3.4
Shown for CCCC#Cc1ccc2c(c1)O[C@H](CN(C)C(=O)c1cnccn1)[C@@H](C)CN([C@@H](C)CO)S2(=O)=O → -1.3, 4.9, 51.0, -38.8
Shown for C[C@@H]1CN([C@H](C)CO)C(=O)c2cc(NC(=O)Cn3cnnn3)ccc2O[C@@H]1CN(C)CC1CC1 → 1.3, 1.4, 48.0, 0.4
Shown for O=C(N[C@H]1CC[C@@H](CCNS(=O)(=O)Cc2ccccc2)O[C@H]1CO)c1ccccc1F → 16.2, ., 3.9, -32.4

Remaining list, next part:
SMILES	KDM4C inh	C diff HTS	T cruzi growth	Pf Dd2 inh
COc1ccc2c3c(n(C)c2c1)[C@H](CO)NCC31CCN(CC2CC2)CC1	1.5	33.5	.	-69.9
COCCNC(=O)C[C@@H]1CC[C@@H]2[C@@H](COc3ccc(NC(=O)C4CCCC4)cc3C(=O)N2C)O1	1.0	-4.2	3.8	15.1
COc1ccc(S(=O)(=O)N(C)C[C@H]2OCCCC[C@H](C)Oc3ccc(NC(=O)NC(C)C)cc3C(=O)N([C@@H](C)CO)C[C@@H]2C)cc1	-3.1	2.6	-20.7	.
O=C(C[C@@H]1C[C@H]2c3cc(NC(=O)C4CCC4)ccc3O[C@H]2[C@@H](CO)O1)NCC(F)(F)F	0.8	1.1	-66.2	-8.9
C[C@H](CO)N1C[C@H](C)[C@@H](CN(C)C(=O)c2ccc3c(c2)OCO3)Oc2ncc(/C=C/c3ccccc3)cc2C1=O	-2.1	-9.5	.	-53.2
C/C=C/c1ccc([C@@H]2[C@H](CO)N(C(=O)C3CCC3)C23CN(C(=O)NC(C)C)C3)cc1	0.5	-3.1	.	-4.2
C[C@@H]1CN([C@@H](C)CO)C(=O)c2ccccc2-c2ccccc2CO[C@@H]1CN(C)Cc1ccncc1	1.5	1.9	?	-10.3
COc1ccc(NC(=O)Nc2ccc3c(c2)C(=O)N([C@@H](C)CO)C[C@H](C)[C@H](CN(C)CC2CCCCC2)OCCCC[C@H](C)O3)cc1	-0.7	-7.3	67.9	-84.4*
CC(C)NC(=O)Nc1ccc2c(c1)C(=O)N([C@H](C)CO)C[C@H](C)[C@@H](CN(C)Cc1ccc(Cl)c(Cl)c1)O2	0.3	-2.8	16.3	3.7
C[C@H]1CN([C@@H](C)CO)C(=O)c2cccc(NC(=O)c3cnccn3)c2O[C@@H]1CN(C)S(=O)(=O)c1cccs1	0.4	-0.5	9.2	-12.9
Cc1ccc(OC(=O)N(C)C[C@H]2OCc3ccccc3-c3ccccc3C(=O)N([C@H](C)CO)C[C@@H]2C)cc1	-0.3	.	-33.0	7.6
CN1C(=O)c2cc(NC(=O)c3ccc(F)c(F)c3)ccc2OC[C@H]2O[C@@H](CC(=O)N3CCCCC3)CC[C@H]21	2.2	10.1	27.7	-15.8
CN(C)C(=O)c1cccc(-c2ccc([C@H]3[C@@H](CO)N4C(=O)CN(C(=O)CC5CC5)C[C@@H]34)cc2)c1	0.9	-1.0	.	23.9
CC(C)NC(=O)N(C)C[C@H]1Oc2ccc(N(C)C)cc2C(=O)N([C@H](C)CO)C[C@@H]1C	.	1.7	29.8	12.6
COc1cccc(C(=O)N2C[C@@H]3[C@H](c4ccccc42)[C@H](CO)N3C(=O)c2ccccc2)c1	0.6	-5.9	63.4	5.1
COc1ccc(NC(=O)N(C)C[C@@H]2Oc3ncc(Br)cc3C(=O)N([C@H](C)CO)C[C@@H]2C)cc1	3.7	1.1	41.5	41.8
Cc1noc(C)c1S(=O)(=O)Nc1ccc2c(c1)CC(=O)N([C@@H](C)CO)C[C@H](C)[C@H](CN(C)C(=O)Nc1cccc3ccccc13)O2	1.2	-5.3	14.5	-5.5
